Source: PubChem BioAssay (The Scripps Research Institute Molecular Screening Center)
TAAR1 antagonist: human TAAR1 antagonists, primary screen, Fluo-8 calcium fluorescence, CHO RD-HGA16 cells. Trace amine-associated receptor 1 (Homo sapiens), Q96RJ0. antagonist. inhibition, % at 3 µM. 360,000 tested, 1.5% active. AID 624466, 2012;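 active = inhibition above a per-plate cutoff, the mean inhibition of test compounds on that plate plus 3 SD, cut at about 49% in these data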;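 note: 0% = DMSO plus EC80 beta-PEA response and 100% = DMSO alone without agonist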
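System: RD-HGA16 CHO cells with stable hTAAR1 and Gα16 | Probe or stimulus: EC80 β-phenethylamine stimulus | Dosing: 3 µM, single point | Times: Dye loading 75 min at 37 °C, then 30 min room temperature | Measured by: Fluo-8 calcium-sensitive fluorescence | Read-out basis: % inhibition of agonist calcium response | Replicates: n of 1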
CHRM1 agonist: human M1 muscarinic receptor agonists, primary screen, Fluo-8 calcium fluorescence, CHO-K1 cells, HTS; Muscarinic acetylcholine receptor M1 (Homo sapiens), P11229; CHO-K1 hM1, agonist mode; 0% DMSO, 100% acetylcholine EC100; activation, % at 3 µM; 360,000 tested, 0.33% active; AID 588814, 2011;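 active = activation above the run's mean compound activation plus 3 SD, cut at about 16% in these data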;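 note: peak over basal fluorescence ratio within a 140 s kinetic read after compound addition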
Target sequence (P11229 whole entry, looked up): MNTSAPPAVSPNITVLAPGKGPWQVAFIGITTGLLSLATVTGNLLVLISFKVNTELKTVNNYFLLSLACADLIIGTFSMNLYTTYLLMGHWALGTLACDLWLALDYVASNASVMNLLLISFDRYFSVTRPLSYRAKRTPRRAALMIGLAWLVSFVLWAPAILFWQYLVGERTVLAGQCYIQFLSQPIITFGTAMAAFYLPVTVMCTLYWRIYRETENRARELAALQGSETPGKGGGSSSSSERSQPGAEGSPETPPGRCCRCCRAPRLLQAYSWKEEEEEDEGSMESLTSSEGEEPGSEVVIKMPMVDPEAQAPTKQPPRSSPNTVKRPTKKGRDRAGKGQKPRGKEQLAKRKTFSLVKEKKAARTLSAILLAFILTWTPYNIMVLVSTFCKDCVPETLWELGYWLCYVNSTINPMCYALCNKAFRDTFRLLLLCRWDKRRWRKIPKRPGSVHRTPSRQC
TAAR1 agonist: human TAAR1 agonists, primary screen, Fluo-8 calcium fluorescence, CHO RD-HGA16 cells. Trace amine-associated receptor 1 (Homo sapiens), Q96RJ0. vehicle wells 0%, saturating PEA agonist 100%. activation, % at 3 µM. 360,000 tested, 0.99% active;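 active = activation above the mean activation of all test compounds in the run plus 3 SD, cut at about 38% in these data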
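System: CHO-derived RD-HGA16 cells with stable Gα16 and human TAAR1 / Times: 17-24 h plating, Fluo-8 75 min 37 °C, 30 min RT / Technique: calcium-sensitive Fluo-8 signal, excitation 470-495, emission 515-575 nm / Measure: % activation relative to PEA EC100 response / Benchmarks: DMSO and PEA EC100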
CHO-K1 Ca ag: counter-screen for M1 agonists: effect in parental CHO-K1 cells. Fluo-8 calcium fluorescence; scaled to maximal ATP response, vehicle zero. activation, % at 3 µM. 360,000 tested, 0.48% active. AID 602248, 2012; in the data active = activation above about 15%;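 note: untransfected CHO-K1 host cells lacking M1 receptor as counterscreen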
CHO-K1 Ca antag: nonselective inhibitor or artifact in parental CHO-K1 cells | inhibition, % at 3 µM | 360,000 tested, 0.6% active | AID 602250 | ATP-induced calcium, Fluo-8 fluorescence;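 active = inhibition above a per-plate cutoff, the plate's mean sample inhibition plus 3 SD, cut at about 24% in these data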;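 note: 0% = DMSO plus EC80 ATP and 100% = DMSO alone without ATP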
V1R ag counter: agonists of human V1a receptor, primary screen, counter-screen for OXTR agonist project, fluorescence, CHO-V1R cells; activation, % at 3 µM; Fluo-8 calcium fluorescence, agonist mode; 0% DMSO, 100% 3 nM vasopressin; 320,000 tested, 0.25% active; Vasopressin V1a receptor (Homo sapiens), P37288;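 active = activation above the mean activation of all tested compounds plus 3 SD, per screening run, cut at about 20% in these data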;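 note: signal is peak over basal fluorescence ratio across a 100 second FLIPR read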
Target sequence (P37288 whole entry, looked up): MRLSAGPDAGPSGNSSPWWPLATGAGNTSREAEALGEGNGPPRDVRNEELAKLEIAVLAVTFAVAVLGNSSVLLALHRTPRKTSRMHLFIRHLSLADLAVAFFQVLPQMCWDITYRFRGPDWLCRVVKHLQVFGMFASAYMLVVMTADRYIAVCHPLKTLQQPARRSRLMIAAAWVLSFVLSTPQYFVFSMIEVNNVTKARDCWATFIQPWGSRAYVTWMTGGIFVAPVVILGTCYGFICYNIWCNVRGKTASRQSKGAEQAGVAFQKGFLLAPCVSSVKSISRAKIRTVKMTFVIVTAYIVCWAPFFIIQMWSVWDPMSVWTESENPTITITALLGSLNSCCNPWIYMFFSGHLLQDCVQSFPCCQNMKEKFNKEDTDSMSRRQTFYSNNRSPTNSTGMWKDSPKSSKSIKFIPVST
M1 PAM parental: nonselective calcium activators in parental CHO-K1 cells, primary screen, counter-screen for M1 PAM project, cell-based, Fluo-8 calcium fluorescence, full deck, 1536-well; ATP EC20; 0% at ATP EC20, 100% at ATP max; activation, % at 3 µM; 360,000 tested, 0.02% active; AID 602247, 2012;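 active = activation above the run cutoff, the mean activation of all test compounds plus 3 SD, cut at about 40% in these data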;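 note: peak over basal fluorescence ratio in a 140 s read after ATP addition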
CHO parental Ca: ATP-evoked calcium signal inhibitors, parental CHO, primary screen, counter-screen for OX1R antagonist project, cell-based, fluorescence, Fluo-8 calcium dye; 330,000 tested, 0.63% active; inhibition, % at 5.6 µM; parental CHO-K1, ATP-induced calcium, Fluo-8 fluorescence;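 active = inhibition above that plate's mean sample inhibition plus 3 SD, cut at about 26% in these data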;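 note: 0% = ATP-challenged DMSO wells and 100% = DMSO wells without ATP; some compounds past the cut are filed as inactive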
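material = parental CHO cells | also added = ATP as calcium-mobilizing challenge | dosing = single point at 5.6 µM | detection = intracellular calcium via Fluo-8 no-wash fluorescent dye | read-out = % inhibition | benchmarks = low control ATP plus DMSO, high control DMSO only | repeats = one well per compound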
OXTR potentiate: human OXTR potentiators, primary screen, fluorescence, CHO-OTR cells, Fluo-8 calcium; Fluo-8 calcium fluorescence, potentiator mode; 0% = oxytocin EC15, 100% = EC100; activation, % at 3 µM; 320,000 tested, 0.061% active; AID 2445, 2010;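 active = activation above that plate's cutoff, the mean activation of tested compounds plus 3 SD, cut at about 6.6% in these data, passing the limit was not always enough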;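 note: 100% uses oxytocin at 75 nM as the full agonist control; some results filed as inactive read as strong as hits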
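System: human OTR in CHO cells / Also added: sub-maximal oxytocin, roughly EC15 / Control set: EC15 oxytocin low, 75 nM oxytocin high / Schedule: 6 min compound pre-incubation at room temperature, 100 s kinetic read / Compound: single-point 3.0 µM / Replication: singlicate / Technique: Fluo-8 calcium dye fluorescence / Read-out basis: % activation of max/min ratio relative to oxytocin controls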
Numbers without * were called inactive; · = no result given.

SMILES | TAAR1 antagonist | CHRM1 agonist | TAAR1 agonist | CHO-K1 Ca ag | CHO-K1 Ca antag | V1R ag counter | M1 PAM parental | CHO parental Ca | OXTR potentiate
COc1ccc(CCN(C)C(=O)CSc2nc3ccccc3c(=O)n2CC2CCCO2)cc1OC (stereo unspecified) | 12 | -3 | 3 | 1.0 | -6 | · | -4 | · | ·
Cc1[nH]c(=O)[nH]c(=O)c1S(=O)(=O)N1CCCC(C(=O)NCCC2=CCCCC2)C1 (stereo unspecified) | -4 | -3 | 16 | 0.4 | -9 | 1.0 | 17 | -17 | -4
O=C(CN(Cc1cccs1)C(=O)CN1C(=O)COc2ccccc21)NCc1ccco1 | 1 | -2 | 6 | 1.4 | -16 | 1.5 | 13 | -22 | -4
CCN(CC(=O)Nc1ccccc1C(F)(F)F)C(=O)CCc1nc2sc3c(c2c(=O)[nH]1)CCCC3 | -30 | -2 | 3 | 0.9 | 1 | 0.3 | 11 | -13 | 0
O=C(NCc1ccco1)C1Cc2c(-c3ccccc3Oc3ccccc3)ccnc2O1 (stereo unspecified) | -14 | -4 | 2 | 0.5 | -15 | · | 12 | · | ·
Cc1cc(=O)n2nc(N3CCCC(C(=O)NCCC4=CCCCC4)C3)sc2n1 (stereo unspecified) | -2 | -6 | 3 | 0.3 | -3 | -1.4 | 3 | -19 | -5
CCn1ncc(Br)c1C(=O)Nc1ccc(F)cc1F | 8 | -4 | 7 | -0.6 | -11 | -0.2 | 15 | -20 | -5
COc1ccc(N(CC(=O)Nc2ccc3c(c2)OCCO3)S(=O)(=O)c2c(C)noc2C)cc1 | 36 | 0 | 16 | 5.9 | 0 | 4.6 | 20 | 11 | -7
CCn1c(COc2cccc(OC)c2)nnc1SCC(=O)Nc1cccc(OC)c1 | 13 | -6 | 2 | 1.0 | 3 | 0.9 | -5 | -18 | -4
CC1CN(c2ccc([N+](=O)[O-])c(NCCOc3ccc(Cl)cc3)c2)CC(C)N1 (stereo unspecified) | 12 | -4 | 34 | 6.2 | -4 | · | 18 | · | ·
CCOC(=O)CSc1nc(Nc2ccc3c(c2)OCO3)c2ccccc2n1 | 29 | -5 | 5 | 3.2 | -12 | -1.5 | 26 | -3 | -5
Cc1nn(-c2ccccn2)c2nc(-c3cccs3)cc(C(=O)NCc3ccco3)c12 | 60* | -2 | 14 | 2.0 | 7 | -1.6 | -7 | -33 | -9
COc1ccc(O)c(-c2cc(-c3ccc(F)cc3)n[nH]2)c1 | 3 | -5 | -4 | 1.4 | -10 | -0.1 | 7 | -26 | -15
CCCCNc1nc(CC)c2c(c1C#N)CCCC2 | -9 | -3 | 1 | 0.1 | 10 | -0.3 | 4 | -8 | -9
O=C(O)CC(NC(=O)Nc1ccccc1)c1ccc(OC2CCCC2)cc1 (stereo unspecified) | 11 | -13 | 1 | 0.7 | 5 | 0.9 | 17 | -2 | -7
O=C(Cn1nnc(-c2ccccc2Cl)n1)N/N=C/c1ccc2c(c1)OCO2 | -9 | 0 | 4 | 0.1 | 18 | 2.0 | -3 | -5 | -16
N#C/C(=C/c1ccc(Sc2nc3ccccc3[nH]2)o1)c1cccc(F)c1 | 44 | -3 | 11 | 12 | -2 | 6.9 | 0 | -3 | -11
Nc1cc(C(F)(F)F)cc2c1SCC(=O)N2 | 13 | -1 | 1 | 0.3 | -11 | 0.0 | 28 | -8 | 0
Cc1ccc(NC(=O)CC2(CC(=O)O)CCCC2)c(C)c1 | -1 | -5 | -2 | -0.3 | -11 | 0.3 | 9 | 7 | -5
O=C(COC(=O)CNS(=O)(=O)c1cccc(Br)c1)Nc1ccccc1Sc1ccccc1 | 2 | -7 | 4 | 2.8 | -10 | 1.9 | 13 | 3 | -11
COc1ccc(-c2nc3ncccn3c2Br)cc1 | 9 | -6 | 0 | -0.3 | -16 | -1.0 | 25 | 17 | -10
COc1ccc(CN2C(=O)c3cccnc3C2=O)cc1S(=O)(=O)N1CCOc2ccc(C)cc21 | 18 | -1 | 6 | 6.8 | -9 | 4.8 | 24 | -21 | -11
Cc1ccc(NC(=O)Nn2cnnc2)cc1 | -10 | -2 | 2 | 0.4 | 2 | · | -2 | · | ·
CS(=O)(=O)N(CC(=O)NCc1cccnc1)C1CCCCC1 | -16 | -3 | 0 | 1.8 | -11 | 0.2 | 19 | -2 | -9
CC(=O)Nc1nnc(CCS(=O)(=O)c2ccc(C)c(C)c2)s1 | -13 | -2 | 2 | -0.2 | -6 | -0.2 | 4 | -11 | -4

Ordered by value in CHRM1 agonist (highest first): some entries from above
molecule,TAAR1 antagonist,CHRM1 agonist,TAAR1 agonist,OXTR potentiate
COc1ccc(CN2C(=O)c3cccnc3C2=O)cc1S(=O)(=O)N1CCOc2ccc(C)cc21,18,-1,6,-11
Cc1nn(-c2ccccn2)c2nc(-c3cccs3)cc(C(=O)NCc3ccco3)c12,60*,-2,14,-9
CC1CN(c2ccc([N+](=O)[O-])c(NCCOc3ccc(Cl)cc3)c2)CC(C)N1 (stereo unspecified),12,-4,34,·
CCOC(=O)CSc1nc(Nc2ccc3c(c2)OCO3)c2ccccc2n1,29,-5,5,-5

Later entries.
SMILES | TAAR1 antagonist | CHRM1 agonist | TAAR1 agonist | CHO-K1 Ca ag | CHO-K1 Ca antag | V1R ag counter | M1 PAM parental | CHO parental Ca | OXTR potentiate
CCC(c1nnc(SCC(=O)Nc2ccc(C(C)=O)cc2)n1C1CCCCC1)N(C)C (stereo unspecified) | 3 | -11 | 4 | 0.8 | -3 | -0.6 | 13 | -17 | 3
NC(=O)c1oc2ccccc2c1NC(=O)CCc1ccccc1 | 0 | -1 | 0 | 0.3 | -3 | 3.3 | -11 | -12 | -5
CC(C)(C)OC(=O)NC(Cc1ccccc1)C(=O)NC(CSC1CCCCO1)C(=O)NN (stereo unspecified) | 4 | -3 | 0 | -0.1 | 2 | -1.2 | -7 | -17 | -22
COc1c(NC=O)c2c(c([N+](=O)[O-])c1OC)C(=O)OC2 | -5 | -3 | 1 | 0.1 | -7 | · | 21 | · | ·
Nc1c(N(Cc2ccco2)C(=O)COc2ccccc2)c(=O)[nH]c(=O)n1Cc1ccccc1 | 5 | -1 | -1 | 0.7 | -20 | 1.1 | 13 | -17 | -1
COC(=O)c1ccccc1Oc1c(F)c(F)nc(N2CCOCC2)c1F | -3 | -9 | 11 | 0.8 | -2 | -1.0 | 16 | -29 | -5
Brc1ccc(OCCCCN2CCCCC2)cc1 | 1 | -10 | 0 | 0.3 | 7 | 1.9 | -20 | -11 | -1
COc1cc(Cl)cc(C=O)c1OCC(=O)O | -2 | -3 | 1 | -0.2 | 2 | 0.9 | 3 | -13 | -4
O=C(O)C1CC=CCC1C(=O)Nc1ccccc1Cl (stereo unspecified) | -4 | -2 | 5 | 0.4 | -12 | 0.7 | 13 | -2 | -12
COc1ccccc1-c1nnc(NC(=O)c2ccc(S(=O)(=O)N3CCCC3)cc2)o1 | 3 | -2 | 1 | 0.2 | -5 | 0.2 | 11 | -17 | 1
COC(=O)c1c(NC(=O)C(C)(C)C)sc2c1C(C(=O)OC)CC2 (stereo unspecified) | 0 | -7 | 3 | 1.0 | -5 | -1.3 | 8 | -16 | -2
CN(C)c1ccc(C=Nc2ccc(N(C)C)cc2)cc1 | 0 | -4 | 4 | 0.3 | -13 | 1.1 | 27 | -13 | -10
CN(C)c1ccc(C(CNC(=O)COc2ccc(Cl)cc2)N2CCCC2)cc1 (stereo unspecified) | -22 | -6 | 6 | 0.2 | 16 | 7.0 | -13 | -31 | -6
COc1ccc([C@H]2CC(=O)C[C@@H](CCn3cc(-c4ccc(F)cc4)nn3)O2)cc1 | -21 | · | 3 | 0.6 | -15 | · | 13 | · | ·
CC1Cc2ccccc2N1C(=O)CSc1nn2c(=O)c(C(C)(C)C)nnc2s1 (stereo unspecified) | -21 | -5 | 6 | 2.0 | -18 | -0.1 | 26 | -15 | -4
COc1ccc(C(C)(C)C)cc1NC(=O)COC(=O)c1nc2nccc(C)n2n1 | 2 | 0 | 3 | -0.1 | 3 | 1.9 | -4 | -10 | -1
COc1ccccc1N1CCN(C(=O)c2nn(C)c3c2CS(=O)(=O)c2ccccc2-3)CC1 | -21 | -2 | 10 | 3.6 | -11 | -0.5 | -5 | -9 | 0
CCOc1ccc(/C(O)=C2/C(=O)C(=O)N(CC3CCCO3)C2c2cccs2)cc1 (stereo unspecified) | -12 | -3 | 2 | 0.0 | 17 | -0.1 | -12 | -3 | -2
COc1ccc(-c2ccc(SCC(=O)NC3CCCCC3)nn2)cc1OC | 15 | -5 | -3 | 0.0 | 14 | -0.1 | -2 | -11 | -3
CCC(=O)c1ccccc1OCCN1CCN(CC)CC1 | 8 | -15 | 8 | 0.1 | -15 | 1.1 | 1 | 0 | -2
Cc1c(C(=O)N/N=C/C(C)C)[nH]c2c([N+](=O)[O-])cccc12 | 2 | -5 | 6 | 0.2 | -7 | 1.1 | 5 | -10 | -10
CC(C)OCCCn1c(SCC(=O)N2CCc3ccccc32)nc2ccccc2c1=O | 10 | -4 | 3 | 1.4 | -4 | 0.0 | -5 | -26 | -5
COc1ccc(NC(=O)CN(C)C(=O)c2cc(-c3ccncc3)nc3ccccc23)cc1 | 52* | -1 | 19 | 7.4 | 0 | 1.6 | 7 | -8 | -17
O=C(CCN1CCN(C/C=C/c2ccccc2)CC1)Nc1ccccc1F | -26 | -7 | 7 | 0.8 | -4 | 0.4 | 24 | -17 | -7
O=C(Cn1cnc2c(cnn2-c2ccc(F)cc2)c1=O)NCC1CCCO1 (stereo unspecified) | 10 | -2 | 1 | 0.0 | -3 | 0.1 | 13 | -6 | -5
Cc1ccc(NNC(=O)c2cc(C(C)(C)C)nn2Cc2ccccc2)cc1 | -22 | -2 | -3 | -0.3 | 15 | -2.0 | -25 | -13 | -4
